ARNT TACC3 PPI – disrupts binding between human ARNT and TACC3; 390,000 compounds, 0.66% hits; inhibition, % at 9.99 µM; AlphaScreen His-ARNT PAS-B/GST-TACC3 binding, luminescence; TACC3 fragment carries E629A point mutation; Q9Y6A5;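 active = mean inhibition of replicates at least 50% and at least half of replicates each reaching 50%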;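 also: 0% = complete ARNT plus TACC3 wells and 100% = ARNT alone without TACC3; many hits fall short of the cut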
miR-122 sensor – miR-122 inhibition in Huh7 cells | AID 602342 | 340,000 compounds, 0.3% hits | Huh7 miR-122 Renilla luciferase sensor, 48 h; neutral wells = 0, positive control = 100 | activation (reporter increase), % at 12.5 µM;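 active = mean replicate activation score at least 90 and every replicate individually at or above 90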;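 also: higher luciferase means less miR-122 activity so hits act as miR-122 inhibitors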
SIRT5 inh – inhibitors of human sirtuin-5 desuccinylase; Purified SirT5, succinyl-peptide AMC, trypsin-coupled fluorescence; inhibition, % at 15 µM; 330,000 compounds, 1.1% hits; AID 652115; in the data active = inhibition above about 15%
Target sequence (Q9NXA8 whole entry, looked up): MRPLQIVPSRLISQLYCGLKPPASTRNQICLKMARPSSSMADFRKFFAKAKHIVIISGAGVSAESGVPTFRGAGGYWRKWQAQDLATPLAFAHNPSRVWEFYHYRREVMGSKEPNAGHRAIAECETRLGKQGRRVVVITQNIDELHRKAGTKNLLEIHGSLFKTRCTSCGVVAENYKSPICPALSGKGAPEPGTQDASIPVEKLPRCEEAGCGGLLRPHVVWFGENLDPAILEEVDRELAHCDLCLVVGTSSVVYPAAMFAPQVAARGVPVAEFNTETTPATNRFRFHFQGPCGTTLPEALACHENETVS
Cneo AK release – causes C. neoformans cell lysis | adenylate kinase release luminescence, 4 h; normalised: neutral wells 0, clomiphene wells 100 | 360,000 compounds, 0.2% hits | lysis activity, % at 15 µM;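 active = mean lysis activity across replicates of at least 80%, whatever share of replicates individually reach that level; inactive = mean lysis activity below 80%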
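read-out = cell lysis signal | test system = log-phase Cryptococcus neoformans yeast cells | input = cells at 5 × 10^6 per mL | medium = fresh YPD growth medium | signal = luminescent adenylate kinase detection reagent | timing = 4 h at 37 °C static, read 1 h later | dosing = single dose | controls = Clomiphene as positive lysis control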
Statin myotox sup – suppressors of simvastatin-induced myotoxicity in C2C12 myotubes. ATP luminescence, 48 h; scaled: DMSO 0, geranylgeraniol control 100. rescue of ATP level, % at 7.49 µM. 330,000 compounds, 0.78% hits;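 active = mean ATP rescue above about 67%, or every replicate alone reaching that limit, limit read from the data, passing the limit was not always enough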;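 also: myotubes were challenged with 10 µM simvastatin during compound exposure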
esBAF inh – SWI/SNF esBAF complex inhibition | mouse ES cells, Bmi1-luciferase knock-in reporter, 24 h; 100% = twice the neutral-well signal | reporter increase, % at 12.5 µM | 350,000 compounds, 2% hits; in the data active = activation above about 40%;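 also: 0% = median of the plate's neutral control wells and 100% = double that signal; a rise in the Bmi1 reporter signal indicates esBAF inhibition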
ERp5 inh – inhibitors of human ERp5; inhibition, % at 9.99 µM; AID 651711; 350,000 compounds, 0.05% hits; ERp5 insulin aggregation, absorbance 650 nm, 90 min; Q15084;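 active = mean replicate inhibition above about 25%, with every replicate also reaching it, limit read from the data, passing the limit was not always enough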
Target sequence (Q15084 whole entry, looked up): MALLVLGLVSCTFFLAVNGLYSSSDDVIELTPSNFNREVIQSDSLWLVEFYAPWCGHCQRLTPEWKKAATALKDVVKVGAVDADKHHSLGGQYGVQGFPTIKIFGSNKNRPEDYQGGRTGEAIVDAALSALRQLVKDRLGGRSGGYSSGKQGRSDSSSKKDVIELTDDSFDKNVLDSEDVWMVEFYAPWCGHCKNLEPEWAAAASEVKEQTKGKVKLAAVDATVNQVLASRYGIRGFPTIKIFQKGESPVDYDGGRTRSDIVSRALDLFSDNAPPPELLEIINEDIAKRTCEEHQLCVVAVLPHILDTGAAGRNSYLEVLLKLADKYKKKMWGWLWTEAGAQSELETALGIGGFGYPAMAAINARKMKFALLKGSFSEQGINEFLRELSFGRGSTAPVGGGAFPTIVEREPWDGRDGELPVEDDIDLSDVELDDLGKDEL
* marks the source's active call; other numbers are inactive results; nt = not tested or not shown; [ ] = remark or other dose.

Preview, 4 compounds:
SMILES | ARNT TACC3 PPI | miR-122 sensor | SIRT5 inh | Cneo AK release | Statin myotox sup | esBAF inh | ERp5 inh
Cn1ccnc1Sc1ccccc1[N+](=O)[O-] | -9.6 | -9.2 | -1.4 | nt | nt | nt | 7.0
CC(=C/c1ccccc1)/C=N/N1CCN(Cc2ccc(C)cc2)CC1 | -5.9 | 6.0 | -4.0 | 2.9 | nt | nt | 1.8
CCCCC(=O)Nc1nnc(C2=COCCO2)o1 | -0.6 | -3.0 | 13.0 | -0.5 | -4.5 | -1.9 | 4.7
COc1cc(OC)cc(C(=O)NCC(=O)N2CCCCC2)c1 | 4.2 | -3.4 | nt | 0.8 | 5.1 | 2.6 | nt

The list itself, from the first entry:
SMILES | ARNT TACC3 PPI | miR-122 sensor | SIRT5 inh | Cneo AK release | Statin myotox sup | esBAF inh | ERp5 inh
Cn1ccnc1Sc1ccccc1[N+](=O)[O-] | -9.6 | -9.2 | -1.4 | nt | nt | nt | 7.0
CC(=C/c1ccccc1)/C=N/N1CCN(Cc2ccc(C)cc2)CC1 | -5.9 | 6.0 | -4.0 | 2.9 | nt | nt | 1.8
CCCCC(=O)Nc1nnc(C2=COCCO2)o1 | -0.6 | -3.0 | 13.0 | -0.5 | -4.5 | -1.9 | 4.7
COc1cc(OC)cc(C(=O)NCC(=O)N2CCCCC2)c1 | 4.2 | -3.4 | nt | 0.8 | 5.1 | 2.6 | nt
COc1ccc([N+](=O)[O-])cc1NC(=O)c1ccc(Br)s1 | 5.4 | -10.9 | -0.1 | 2.8 | 5.3 | 2.9 | 0.3
O=c1[nH]c2ccccc2nc1/C=C/c1ccc(Cl)cc1 | -17.3 | -3.0 | 0.2 | -5.1 | 119.8* | 45.1* | -0.3
C[C@H](CO)N1C[C@H](C)[C@@H](CN(C)Cc2ccccc2)Oc2ccc(NC(=O)CCCCCC(=O)Nc3ccccc3N)cc2C1=O | -2.4 | -4.4 | nt | -1.8 | -14.6 | -11.0 | 4.5
CCCc1c(C(=O)N/N=C(\C)c2ccc3c(c2)OCO3)nnn1-c1nonc1N | nt | -1.6 | -3.1 | -1.2 | -5.7 | -0.6 | 3.4
CCC(C(=O)NN1C(=O)c2ccccc2C1=O)c1ccccc1 (stereo not drawn) | -4.2 | nt | -2.3 | -0.9 | nt | nt | 7.0
CC(=O)Oc1c(Cl)c(N2CCOCC2)c(OC(C)=O)c2ccccc12 | 4.9 | -0.1 | nt | -6.1 | -1.0 | 20.3 | nt
O=C(Cc1c(F)c(F)c(F)c(F)c1F)Nc1nc(-c2ccccc2)cs1 | nt | 1.6 | 1.2 | -2.2 | -19.1 | 3.9 | 0.1
O=C(CC1SC(N2CCOCC2)=NC1=O)Nc1cc([N+](=O)[O-])ccc1Cl (stereo not drawn) | -0.8 | 0.4 | -1.0 | nt | nt | nt | 3.4
NS(=O)(=O)c1ccc(C(=O)Nc2ccc(-c3nc4cccnc4s3)cc2)cc1 | -3.6 | -1.6 | -7.7 | -0.8 | nt | nt | -7.4
COc1ccc2nc(NC(=O)CSc3n[nH]c(N)n3)sc2c1 | -0.8 | nt | 4.2 | nt | 4.6 | 36.3 | 1.4
COc1cccc(CNC(=O)N2CCN(S(=O)(=O)c3ccc(Cl)cc3)CC2)c1 | nt | 4.4 | 0.5 | 1.0 | -4.2 | -3.1 | -4.4
CO[C@@H]1CN(C)C(=O)c2cc(NS(=O)(=O)c3ccccc3C)ccc2OC[C@@H](C)N(S(C)(=O)=O)C[C@H]1C | 0.4 | 8.4[16.7 µM] | -6.5 | -0.2 | 22.5 | 6.0 | 0.8
COc1ccc(-c2cc3cc(OC)c(OC)cc3c(C)n2)cc1C | 6.2 | 12.7 | -4.5 | -1.0 | -16.6 | 5.9 | 6.9
COc1ccc(-n2ncc3c2CC(C)(C)CC3NC(=O)CCC2=NNC(=O)CC2)cc1 (stereo not drawn) | 0.0 | -3.8 | -1.2 | 1.2 | -3.4 | -1.6 | 3.5
FC(F)(F)c1cccc(/C=N/NC(=S)NC2CCCCC2)c1 | -0.4 | -5.2 | -6.5 | 60.6 | 8.3 | 0.6 | 4.8
OC1(c2cccc(C(F)(F)F)c2)CCN(Cc2nnnn2Cc2ccccc2)CC1 | -1.8 | -4.2 | 0.8 | nt | 32.7 | -5.5 | 2.4

Ordered by formula weight (smallest number first): some entries from above
SMILES | ARNT TACC3 PPI | miR-122 sensor | SIRT5 inh | Cneo AK release | Statin myotox sup | esBAF inh | ERp5 inh
O=C(Cc1c(F)c(F)c(F)c(F)c1F)Nc1nc(-c2ccccc2)cs1 | nt | 1.6 | 1.2 | -2.2 | -19.1 | 3.9 | 0.1
NS(=O)(=O)c1ccc(C(=O)Nc2ccc(-c3nc4cccnc4s3)cc2)cc1 | -3.6 | -1.6 | -7.7 | -0.8 | nt | nt | -7.4
COc1ccc(-n2ncc3c2CC(C)(C)CC3NC(=O)CCC2=NNC(=O)CC2)cc1 (stereo not drawn) | 0.0 | -3.8 | -1.2 | 1.2 | -3.4 | -1.6 | 3.5

More records follow:
SMILES | ARNT TACC3 PPI | miR-122 sensor | SIRT5 inh | Cneo AK release | Statin myotox sup | esBAF inh | ERp5 inh
C=CCN(C(=O)Nc1ccc(F)cc1)C1CC(=O)N(c2ccc(OC)cc2)C1=O (stereo not drawn) | -19.4 | 0.7 | nt | 2.4 | 9.1 | 0.1 | nt
CN(C)c1ccc(C(=O)Nc2nc3c(s2)CCCC3)cc1 | -2.1 | 0.0 | nt | -2.8 | -59.3 | -53.1 | -1.2
COc1ccc(CNC(=O)CSCc2cnn(-c3ccccc3)c2-n2cccc2)cc1 | 1.5 | 5.3 | nt | -8.4 | nt | 4.0 | nt
COc1ccc2ccccc2c1CN(C)Cc1ccccc1 | 16.6 | 5.3 | -2.9 | 2.3 | -14.0 | -0.1 | -0.2
O=C(OCN1C(=O)c2ccccc2C1=O)c1cccc(OC(F)F)c1 | 3.1 | -6.1 | -0.2 | -1.5 | 6.1 | -7.4 | 1.0
O=C(Cn1c(=O)n(CCc2c[nH]c3ccccc23)c(=O)c2cccnc21)Nc1ccccc1F | -7.9 | -2.0 | nt | -3.5 | -11.6 | 7.2 | -0.4
Cc1cccc(-n2c(=S)[nH]c3nc4c(cc3c2=O)COC(C)(C)C4)c1 | nt | -4.1 | 0.2 | 0.7 | nt | nt | 1.7
COc1ccccc1NC(=O)Cn1nc(-c2ccncc2)nc1SCC(=O)NC1CCCC1 | -5.2 | nt | 4.6 | 0.7 | nt | nt | -0.6
CCOc1ccccc1NC(=O)C1CCN(c2nc(-c3ccc(OC)cc3)no2)CC1 | -4.3 | -3.1 | -0.3 | 4.8 | -13.9 | -10.8 | 0.4
Cc1cc(C(=O)OCC(=O)N2CCOCC2)ccc1[N+](=O)[O-] | -12.2 | nt | 1.7 | nt | nt | nt | -0.4
S=c1[nH]nc(Cc2cccs2)n1-c1ccccc1Cl | -7.8 | 6.4 | -7.2 | nt | 0.0 | -12.8 | 0.5
COC(=O)c1sc2ncn(CC(=O)N(C)C3CCCCC3)c(=O)c2c1C | -3.3 | nt | -5.0 | -0.3 | 25.7 | -2.3 | 2.2
Cc1cc(Cl)ccc1C(O)c1ncc(-c2cccc3ccccc23)[nH]1 (stereo not drawn) | nt | 21.3 | -3.9 | 1.9 | 17.7 | -4.9 | -5.5
CCN(C(=O)COC(=O)c1cc(-c2ccc(C)o2)nc2ccccc12)C1CCS(=O)(=O)C1 (stereo not drawn) | -10.2 | nt | -16.3 | nt | nt | nt | 5.0
CCOC(=O)c1oc2cccc(O)c2c1CN1CCOCC1 | -1.5 | 18.3 | nt | -6.7 | -3.0 | -7.4 | nt
O=C(Nc1ccc(F)cc1)c1ccc(Cn2cnnn2)cc1 | 2.2 | nt | -5.0 | nt | nt | nt | 2.4
CC(C)NC(=O)C1(C)CCN1C(=O)c1ccc2c(c1)OCO2 (stereo not drawn) | nt | -4.2 | nt | -1.5 | -6.3 | 1.1 | -1.6
CCOCCCNC(=O)C(c1ccc(Cl)cc1)N1CCC2(CC1)OCCO2 (stereo not drawn) | 29.2 | -5.1 | nt | -4.7 | -2.2 | -16.4 | nt
COc1ccccc1C(=O)NC(CCSC)C(=O)OCC(=O)c1ccc[nH]1 (stereo not drawn) | -3.7 | -4.5 | -1.3 | -0.5 | 27.1 | 4.7 | -3.3
CCCCn1c(N)c(N(CCOC)C(=O)CSc2nnc(-c3ccco3)n2CC)c(=O)[nH]c1=O | -5.9 | -7.7 | -3.1 | -0.6 | 7.2 | -10.1 | -0.6
O=C(O/N=C\c1ccc(N2CCCCC2)c([N+](=O)[O-])c1)c1c(F)cccc1F | 2.9 | -7.7 | nt | -1.1 | -2.6 | 8.0 | nt
Cc1ccccc1S(=O)(=O)N1C[C@H](O)COC[C@@H]2O[C@@H](CC(=O)N3CCOCC3)CC[C@H]21 | 10.4 | -6.2[16.7 µM] | 0.2 | -3.4 | -1.8 | 3.0 | 0.6
c1ccc2c(Nc3nc4c(s3)CCCC4)cccc2c1 | 2.9 | 8.5 | nt | 1.9 | 12.7 | 38.8 | nt
CC(C)(C)c1nn2cnnc2n(/N=C/c2ccc(O)cc2)c1=O | 0.0 | -3.1 | nt | 1.1 | nt | nt | nt
Cc1noc(C)c1COC(=O)COc1ccc(-c2ccccc2)cc1 | -5.4 | -9.2 | -0.1 | -5.9 | 2.2 | -2.4 | -7.2
O=C(NCc1ccccn1)Nc1cc(Cl)cc(Cl)c1 | -11.4 | nt | -2.9 | 0.2 | nt | nt | -3.8
O=c1oc2ccccc2c(NCc2ccccc2F)c1[N+](=O)[O-] | 3.5 | nt | -0.7 | nt | nt | nt | -0.3
Cc1cccc(OC(C)C(=O)Nc2nc(-c3ccncc3)cs2)c1 (stereo not drawn) | 0.7 | 3.4 | -2.6 | 0.7 | -8.4 | -11.8 | 5.7
C[C@@H]1CN([C@H](C)CO)C(=O)c2cc(NS(=O)(=O)c3cn(C)cn3)ccc2O[C@@H](C)CCCCO[C@@H]1CN(C)C(=O)NC1CCCCC1 | 0.4 | 5.3[16.7 µM] | 4.1 | -0.4 | -16.1 | -4.9 | -3.5
O=C(Nc1nnc(C2CCCCC2)s1)c1ccco1 | -17.9 | -5.9 | nt | -0.5 | -6.6 | 39.2 | nt
C[C@H]1CN([C@@H](C)CO)C(=O)c2cccc(NC(=O)C3CC3)c2O[C@@H]1CN(C)Cc1ccc(C(=O)O)cc1 | nt | 2.9[16.7 µM] | nt | -1.6 | 41.5 | 0.8 | -3.5
COCc1[nH]nc2c1C1(CCSCC1)C(C#N)=C(N)O2 | -41.9 | -0.2 | nt | 1.0 | 2.4 | 8.4 | nt
CCCN(C)C[C@@H]1Oc2ncc(-c3ccccc3F)cc2C(=O)N([C@H](C)CO)C[C@@H]1C | -3.2 | 35.2[16.7 µM] | -4.0 | 47.9 | 15.4 | -14.0 | 1.0
CCCCNC(=O)C1(C)CCCCN1C(=O)c1ccc2sccc2c1 (stereo not drawn) | nt | -3.4 | -6.2 | -2.6 | 11.3 | 11.6 | -2.4
COc1ccccc1C(=O)NNC(=O)CCN1C(=O)/C(=C\c2ccccc2)SC1=S | 0.8 | -1.5 | -2.4 | nt | 8.0 | 0.1 | -1.3
CN(CC(=O)Nc1ccc(F)cc1)C(=O)Cc1ccsc1 | 2.0 | -6.6 | -13.9 | -1.2 | -1.0 | 3.2 | 6.9
CCOc1cc(CNn2cnnc2)cc(Br)c1OCC(=O)NC(C)(C)C | -7.4 | -7.9 | 0.5 | -2.9 | 1.0 | 6.0 | 3.1
CC(C)(C)c1ccc(C(=O)N2CCC(=O)N(C(CO)Cc3ccccc3)CC2)cc1 (stereo not drawn) | -1.3 | 2.6 | nt | -3.7 | 9.8 | 14.7 | -4.4
CC(C)(C)n1nnnc1CN1CCC(NC(=O)NC2CCCCC2)CC1 | -10.3 | -19.2 | nt | -2.4 | nt | -2.4 | nt
O=C(COc1ccc(F)cc1)NN1C(=O)CSC1=S | 4.7 | nt | 0.8 | nt | nt | nt | -2.4
COc1ccccc1CNC(=O)C1CCCN1S(=O)(=O)c1ccc2c(c1)C(C)(C)C(=O)N2C (stereo not drawn) | nt | 6.1 | -1.6 | -0.1 | -5.0 | 0.9 | 6.0
O=S(=O)(c1ccc(F)cc1)N1CCCCN2[C@@H](CO)[C@H](c3ccc(C#CC4CCCC4)cc3)[C@@H]2C1 | 9.9 | -25.9[16.7 µM] | 27.3* | 2.3 | nt | nt | -0.1

Screens: PubChem, Broad Institute
